Assay outcomes deposited in PubChem by National Center for Advancing Translational Sciences (NCATS).
HCV inhibitor – blocks hepatitis C virus; Potency, µM (highest dose often 41.8 µM), inactives show at the top dose activity change, negative = inhibition, hits mostly inhibitors; AID 651820; Huh7.5.1 HCVcc-Cre infection, luciferase reporter, 44 h; 340,000 tested, 3.4% active; note: potency is the fitted concentration of half-maximal effect; % is set by controls: 0 for no effect and ±100 for the full control effect
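A cell-based infection assay in which seeded cells (1,000 per well) receive test compound after 4 h, are inoculated with HCVcc-Cre at approximately 0.5 moi, and are incubated 44 h before luminescence detection.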
Pf growth 48h – inhibits P. falciparum growth in the first generation, 48 h. P. falciparum luciferase growth in erythrocytes, 48 h. Potency, µM (highest dose often 28.7 µM), for inactives: at the highest dose activity change, negative = inhibition, hits mostly inhibitors. 310,000 tested, 5.9% active; note: potency is the fitted concentration of half-maximal effect; % is set by controls: 0 for no effect and ±100 for the full control effect
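Luciferase-expressing P. falciparum in infected erythrocytes (2% hematocrit, 0.1% parasitemia final) in RPMI 1640/0.5% Albumax were exposed to compound for 48 hours at 37 C, 5% CO2; growth read as luminescence.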
Pf growth 96h – inhibits malaria parasite growth, 96 h | P. falciparum luciferase reporter growth, 96 h | Potency, µM (doses to about 28.7 µM), inactives show at the highest dose activity change, negative = inhibition, most hits filed as inhibitors | 320,000 tested, 6.9% active; note: potency is the fitted concentration of half-maximal effect; % is set by controls: 0 for no effect and ±100 for the full control effect
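Two parasite generations (96 h, 37 C, 5% CO2) of compound exposure in infected erythrocytes (0.05% parasitemia, 2% hematocrit). Luciferase-reporter P. falciparum; decreased luminescence indicates inhibited growth, aimed at apicoplast-acting delayed death.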
Shiga inhibitor – Shiga toxin inhibition. inhibition, % at 38.7 µM. Vero cells, Shiga toxin protein synthesis inhibition reporter. AID 2315. 290,000 tested, 9.2% active; in the data active = inhibition mostly above about 28%, no sharp cut-off; inactive = mostly below about 43%; note: 0% is about no effect
CHX counter – affects cycloheximide protein synthesis inhibition readout, counter-screen; max response, %; 300,000 tested, 12% active; cell reporter, cycloheximide protein synthesis inhibition counterscreen; in the data active = max response mostly above about 13%, no sharp cut-off; inactive = mostly below about 14%; note: read at 38.3 µM for the half of the compounds with a filed dose; 0% is about no effect
Giardia FBPA inh – blocks Giardia fructose-bisphosphate aldolase activity; 290,000 tested, 0.71% active; AID 2451; A8B2U2; purified Giardia FBPA; Potency, µM (series often up to 59.6 µM), for inactives: at the top dose activity, negative = inhibition, most hits filed as inhibitors; note: potency is the fitted concentration of half-maximal effect; % is set by controls: 0 for no effect and ±100 for the full control effect; nearly all actives have a fitted effect of over 55% in size
Target sequence (A8B2U2 whole entry, looked up): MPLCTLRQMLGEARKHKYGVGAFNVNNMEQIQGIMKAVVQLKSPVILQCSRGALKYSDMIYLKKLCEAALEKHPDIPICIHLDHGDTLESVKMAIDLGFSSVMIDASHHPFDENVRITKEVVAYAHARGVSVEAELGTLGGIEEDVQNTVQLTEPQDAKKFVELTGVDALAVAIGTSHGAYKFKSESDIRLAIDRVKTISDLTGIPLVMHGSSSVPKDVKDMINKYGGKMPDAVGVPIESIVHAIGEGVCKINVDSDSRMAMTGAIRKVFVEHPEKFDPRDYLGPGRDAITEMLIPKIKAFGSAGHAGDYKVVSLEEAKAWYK
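40 nM FBPA preincubated 10 min at RT with compound (up to 57.5 uM final), then substrate plus GAPDH/TPI/NAD/arsenate coupling and diaphorase/resazurin added. Fluorescence read after 20 min at RT, 525/598 nm.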
Active calls of the source: *; u = inconclusive; x = not tested or not shown; & = joins results of further samples; [ ] = another dose, or the depositor's remark. Unless noted, calls come from the whole dose curve; as a rule, active = well fitted curve in the direction sought with a large enough effect; inconclusive = small, poorly fitted or top-dose-only effect, or another doubt; inactive = no such curve, though single readings can be large; an effect the other way counts as inactive or inconclusive.

Key to letters – A = HCV inhibitor; B = Pf growth 48h; C = Pf growth 96h; D = Shiga inhibitor; E = CHX counter; F = Giardia FBPA inh
> CCN1CCN(CCCNC(=O)c2ccc3c(Cl)c4c(nc3c2)CCCC4)CC1
  A: u; B: u; C: -12.8%; D: -9.9; E: -7.1; F: -1.8%
> O=C1CSC(=S)N1c1cccc(Br)c1
  A: -4.7%; B: -6.0%; C: 42.5%[activator]; D: -0.4; E: -2.8; F: -8.9%
> O=C(N(c1ccccc1)c1ccccc1)n1ccnc1
  A: 9.3%; B: -8.5%; C: -28.2%; D: -0.2; E: -2.1; F: 4.3%
> Cc1nc(N)sc1N=Nc1ccc(F)cc1
  A: -7.4%; B: x; C: u; D: 62.1*; E: 48.5*; F: -4.2%
> COc1cccc2cc(C(=O)N3CCN(C(=O)c4ccco4)CC3)c(=O)oc12
  A: 11.5%; B: 7.3%; C: x; D: -10.0; E: -0.9; F: 0.1%
> COc1cc(NC(=O)c2cccc(Br)c2)nc(OC)n1
  A: -22.1%; B: 186.7%[activator]; C: 2.94µM*; D: 71.0*; E: 40.4*; F: -5.2%
> CC(=O)OCC(=O)[C@H]1CC[C@H]2[C@@H]3CCC4=CC(=O)CC[C@]4(C)[C@H]3CC[C@]12C
  A: u; B: u; C: u; D: -1.5&-2.4; E: -3.1&-2.9; F: 3.9%&8.7%
> CC1CCCC(C)N1/N=C/c1ccccc1OC(F)F (stereo unspecified)
  A: -5.1%; B: -14.9%; C: 21.7%; D: -12.3; E: 7.5; F: -3.4%
> CC1CC(=S)Nc2ccccc2N1Cc1ccccc1 (stereo unspecified)
  A: -15.1%; B: 10.4µM*; C: u; D: -2.3; E: -1.9; F: -18.3%
> Cc1cccc(OCCCCc2c(C)n[nH]c2C)c1
  A: u; B: u; C: 11.5%; D: -9.7; E: -2.3; F: -26.9%
> CC(C(=O)N1CCc2ccccc2C1)N1C(=O)c2ccccc2C1=O (stereo unspecified)
  A: 21.2%; B: 11.6%; C: 11.9%; D: -11.1; E: -2.3; F: 4.1%
> COCCNC(=O)C(OC(=O)CC1Sc2ccccc2NC1=O)c1ccncc1 (stereo unspecified)
  A: 18.7%; B: x; C: u; D: -6.6; E: -6.2; F: 8.1%
> O=C(CN1CCN(S(=O)(=O)c2ccc(Br)cc2)CC1)c1ccc(O)c(O)c1
  A: -1.1%; B: u; C: u; D: -4.5; E: 4.8; F: x
> O=C(CCc1c[nH]c2ccccc12)OCC(=O)N1CCN(S(=O)(=O)c2ccccc2)CC1
  A: -3.5%[8.37 µM]; B: 3.7%; C: 2.8%; D: x; E: x; F: x
> CN=C1SC(CC(=O)Nc2sc3c(c2C#N)CCCC3)C(=O)N1C (stereo unspecified)
  A: u; B: u; C: -25.6%; D: 10.5; E: 0.2; F: -1.3%
> CCCCOc1ccc(Cl)cc1CSc1nnc(CC)n1N
  A: u; B: u; C: 0.4%; D: -1.0; E: -3.4; F: 2.0%
> O=C(NC(=O)c1ccncc1)NC(c1ccccc1)c1ccccc1
  A: -4.6%; B: u; C: -13.5%; D: -9.2; E: 1.4; F: 4.1%
> Cc1c(OCC(=O)NCc2ccccn2)ccc2c3c(c(=O)oc12)CCCC3
  A: 8.7%; B: u; C: u; D: -0.5; E: -3.7; F: x
> O=C(O)Cn1c(=O)n(Cc2ccccc2)c2ccccc21
  A: 8.7%; B: 8.4%; C: u; D: -2.9; E: -2.9; F: 15.1%
> O=C(O)C1=NN(c2ccccc2)C(=O)CC1
  A: 14.7%; B: 6.0%; C: 71.3%[activator]; D: -14.7; E: -1.8; F: -7.2%
> CCCN(Cc1ccc(C)cc1)C(=O)c1ccc(CNS(=O)(=O)c2ccc(C(C)=O)cc2)cc1
  A: u; B: -23.6%; C: u; D: x; E: x; F: x
> CCN(CC)C(=O)C(=O)N/N=C/c1ccc(C(=O)OC)cc1
  A: 13.8%; B: 18.7%; C: u; D: -3.3; E: -1.4; F: 1.2%
> Cc1ccc(-c2nnc(Nc3cccc(O)c3)c3ccccc23)cc1S(=O)(=O)NCCO
  A: 1.5%; B: u; C: u; D: -6.0; E: 1.7; F: 0.4%
> O=c1c2[nH]c3ccccc3c2ncn1Cc1ccccn1
  A: -11.4%; B: x; C: u; D: -7.9; E: -3.8; F: 0.5%
> CC1=CC2CC1C1C(=O)N(c3ccc(S(=O)(=O)Nc4nc(C)cc(C)n4)cc3)C(=O)C21 (stereo unspecified)
  A: 14.2%; B: 15.3%; C: 30.6%[activator]; D: -10.9; E: -1.8; F: 4.4%
> C/C(Nc1ccccc1C(F)(F)F)=C1/CCOC1=O
  A: 6.0%; B: -13.8%; C: 11.7%; D: -7.2; E: -2.3; F: -3.3%
> COC(=O)c1sccc1NC(=O)c1c(Cl)cccc1Cl
  A: 5.5%; B: u; C: u; D: 60.7; E: -1.0; F: 8.9%
> CC1(C(=O)N2CCOCC2)CCCCC1
  A: 19.6%; B: -3.3%; C: 172.2%[activator]; D: -2.7; E: 0.4; F: 4.3%
> Cc1cccc(Oc2sc(C(=O)c3ccccc3)c(N)c2C#N)c1
  A: 10µM*; B: -5.1%; C: -25.0%; D: -12.8; E: 13.3; F: -0.9%
> O=C(NCCc1ccccc1)C1CCN(S(=O)(=O)c2cccc3nonc23)CC1
  A: 8.9%; B: x; C: 39.2%[activator]; D: -12.1; E: -2.2; F: -1.9%
> O=C(O)CSC(=S)N1CC2CC(C1)c1cccc(=O)n1C2 (stereo unspecified)
  A: 21.4%; B: 11.7%; C: 31.0%[activator]; D: -7.5; E: -1.8; F: 2.0%
> Cc1ccc(NC(=O)NN2CCOCC2)cc1
  A: -5.6%; B: 46.3%[activator]; C: u; D: 29.2; E: 16.0*; F: 0.1%
> CC(C)C(C)NC(=O)COc1nc2ccccc2nc1N(C)C1CCCCC1 (stereo unspecified)
  A: 16.5%; B: u; C: u; D: -16.3; E: -4.6; F: -1.9%
> COc1ccc(S(=O)(=O)Nc2ccc(F)c(Cl)c2)cc1OC
  A: -15.9%; B: 13.3%; C: -24.4%; D: 19.3; E: -0.5; F: 1.1%
> CCCN=C(Nc1ccc(Cl)cc1)c1cccnc1
  A: 12.3%; B: -14.6%; C: 0.3%; D: -5.9; E: -1.9; F: 6.4%
> COc1nc(N)nc(N2CCOCC2)n1
  A: 2.3%; B: 5.2%; C: -93.7%; D: -18.7; E: -3.0; F: 2.6%
> Cc1ccc(C(CC(=O)NCc2ccco2)c2ccc(OC(C)C)cc2)cc1 (stereo unspecified)
  A: -8.1%; B: x; C: x; D: 41.6*; E: 14.8; F: 0.2%
> Fc1ccccc1COc1ccc(/C=N/n2cnnc2)cc1
  A: 1.3%; B: 5.0%; C: -11.0%; D: 8.7; E: 12.6; F: 3.2%
> C#CCNC(=O)c1ccc(OCc2ccccc2)cc1Cl
  A: 0.1%; B: 55.1%[activator]; C: 148.7%[activator]; D: 58.5*; E: 19.2; F: 7.2%
> Fc1ccc(-c2noc(C3CCN(Cc4cccnc4)CC3)n2)cc1
  A: u; B: u; C: -3.1%; D: 28.2*; E: 19.0*; F: 2.6%
> CC1(/[N+]([O-])=C/c2ccc(F)cc2)CCCCC1=O (stereo unspecified)
  A: u; B: 7.3%; C: 49.6%[activator]; D: -8.4; E: 0.7; F: 1.3%
> COc1ccccc1NC(=O)NCc1ccc(C)n1C
  A: u; B: u; C: -4.9%; D: 12.0; E: 2.7; F: -19.1%
> Cc1ccc(-c2cc(C(=O)NC3CCCCC3)no2)cc1
  A: 7.6%; B: 69.8%[activator]; C: 45.7%[activator]; D: 16.9; E: 20.0*; F: -11.6%
> Cc1ccc2nc(NC(=O)CS(=O)(=O)Cc3ccccc3)sc2c1
  A: 6.0%; B: 36.5%[activator]; C: u; D: 23.1; E: 3.7; F: 1.3%
> COC(=O)c1cnn2c(C)c(Cc3cccc(F)c3)c(C)nc12
  A: -2.5%; B: u; C: u; D: 28.5; E: 3.3; F: -2.2%
> COc1ccccc1N(Cc1cc2cccc(C)c2[nH]c1=O)C(=O)C(C)C
  A: 7.5%; B: u; C: u; D: -3.8; E: -4.7; F: 7.6%
> CCCNCc1cc(Cl)c(OCC)c(Cl)c1
  A: -8.8%; B: -16.9%; C: 3.2%; D: 2.5; E: -5.3; F: -16.7%
> CCC(=O)N1CCN(c2ccccc2NC(=O)c2cccc(C)c2)CC1
  A: u; B: u; C: 18.6%; D: -5.1; E: -3.0; F: 10.5%
> O=c1[nH][nH]c(C(F)(F)F)c1C=Nc1ccccc1Cl
  A: 19.3%; B: 27.4%; C: 31.4%[activator]; D: -10.6; E: -4.8; F: -10.4%
> Cc1cc(C(=O)CSc2nnc(-c3cccnc3)n2-c2ccccc2)c(C)n1CC1CCCO1 (stereo unspecified)
  A: -12.3%; B: x; C: u; D: 96.9; E: 23.0*; F: 6.6%

The list goes on:
Key to letters – A = HCV inhibitor; B = Pf growth 48h; C = Pf growth 96h; D = Shiga inhibitor; E = CHX counter; F = Giardia FBPA inh
> CCC(C)NC(=O)C1CC(c2ccc(OC)cc2)=NO1 (stereo unspecified)
  A: -0.3%; B: 0.0%; C: x; D: 39.2; E: 32.4; F: -0.4%
> CC1CCC(NC(=O)C2(C)CCC(=O)N2Cc2cccnc2)CC1 (stereo unspecified)
  A: 4.5%; B: 19.2%; C: 19.6%; D: -1.7; E: -1.6; F: -1.2%
> N=c1n(CCCOc2ccc(F)cc2)c2ccccc2n1CC(N)=O
  A: -5.0%; B: 1.1%; C: -4.1%; D: 14.6; E: 1.5; F: -2.2%
> COCCNC(=O)c1ccccc1NS(=O)(=O)c1ccc(C)c([N+](=O)[O-])c1
  A: 5.6%; B: -2.7%; C: u; D: -5.4; E: -2.4; F: 22.7%
> CCOc1ccc(OCC)c(NC(=O)CC2Oc3ccccc3NC2=O)c1 (stereo unspecified)
  A: u; B: x; C: 3.7%; D: -14.1; E: -3.1; F: -3.4%
> CN(C)c1ccc(C(C#N)c2ccccc2)nn1 (stereo unspecified)
  A: u; B: 0.0%; C: -3.9%; D: 37.2; E: 11.4; F: -0.4%
> COc1ccc(C2=NS(=O)(=O)N(C)C(C(=O)NC3CCCCC3)=C2)cc1OC
  A: -28.6%; B: 5.3%; C: -8.0%; D: 6.0; E: -1.9; F: 9.6%
> CC(=O)c1ccc(NC(=O)CSC(C)C)cc1
  A: x; B: x; C: x; D: 25.8; E: 6.1; F: 4.9%
> O=c1[nH]c(=O)n(Cc2ccco2)c2c1C(C(F)(F)F)(C(F)(F)F)N=C(CCC1CCCCC1)N2
  A: 15.1%; B: u; C: u; D: -19.1; E: 6.1; F: x
> COc1ccc(CCNC(=O)CSc2nc3[nH]ncc3c(=O)n2-c2ccc(Cl)cc2Cl)cc1OC
  A: u; B: u; C: u; D: -12.9; E: -2.6; F: -6.4%
